# CAL PDZ FP-1 – human CAL PDZ-peptide interaction inhibition; Q9HD26; purified CAL PDZ, TMR-peptide fluorescence polarization, 1 h; inhibition, % at 20 µM; 330,000 tested, 0.02% active; AID 504414;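 active means highest replicate inhibition of at least 40%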;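 further: plate controls were DMSO neutral control wells for no effect and unlabeled competitor peptide control wells for full effect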
#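 System: purified tagged CAL PDZ domain construct (CerCALP). Schedule: 1 h incubation at room temperature before polarization reading. Medium: 25 mM sodium phosphate pH 7.4, 150 mM NaCl, TCEP, IgG, Thesit. Read-out: percent inhibition from loss of millipolarization. Measured by: FP readout, S and P plane fluorescence. Probe or stimulus: fluorescent TMR peptide probe.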
# dFosB act – enhances mouse delta FosB homodimer DNA binding; P13346; purified delta FosB, TAMRA-CDK5 oligo fluorescence polarization; percent of positive-control signal above neutral wells; activation, % at 25 µM; 340,000 tested, 0.99% active; AID 493131;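 active means mean activation above about 17%, with every replicate also reaching it, limit read from the data, passing the limit was not always enough; inconclusive means only one of the two conditions met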;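 further: fluorescence polarization rise as delta FosB binds a TAMRA Cdk5 AP-1 oligo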
# Target sequence (P13346 whole entry, looked up): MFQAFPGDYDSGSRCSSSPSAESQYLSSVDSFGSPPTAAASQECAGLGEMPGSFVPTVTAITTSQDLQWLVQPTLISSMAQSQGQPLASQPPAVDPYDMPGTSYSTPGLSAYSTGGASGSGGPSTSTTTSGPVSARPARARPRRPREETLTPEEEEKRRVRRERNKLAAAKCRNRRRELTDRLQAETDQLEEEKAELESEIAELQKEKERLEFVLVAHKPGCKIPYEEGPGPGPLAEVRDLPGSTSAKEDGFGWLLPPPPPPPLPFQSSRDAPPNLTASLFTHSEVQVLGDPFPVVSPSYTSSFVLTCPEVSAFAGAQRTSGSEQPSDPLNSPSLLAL
# Rtt109 HAT inh – C. albicans Rtt109 histone acetyltransferase inhibition | AID 540336 | 330,000 tested, 0.16% active | purified Rtt109/Vps75, ThioGlo CoA-SH fluorescence, 4 h | inhibition, % at 34.9 µM;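 active means inhibition of at least 50% in every replicate; inconclusive means best replicate reaches 50% inhibition but some replicates fall short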
# Wnt bcat act – Wnt/beta-catenin pathway activation. Wnt/beta-catenin reporter cell assay, activator, plate reader. activation, % at 9.35 µM. 300,000 tested, 1.2% active. AID 743398; in the data active means activation above about 30%, passing the limit was not always enough; inconclusive means no clear call, values can overlap the other calls;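 further: 0% = neutral control wells and 100% = positive control wells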
# V-ATPase pHluor – yeast V-ATPase proton transport regulation by pHLuorin; S. cerevisiae, pHLuorin cytosolic pH fluorescence; response, % at 10 µM; 350,000 tested, 0.37% active; AID 504577; in the data active means response mostly above about 7.3%, no sharp cut-off; inactive means mostly below about 5.4%; further: actives read high; inactives centre near 0; some compounds called inactive have numbers as strong as hits; reference of the scale not given here
# CAL PDZ FP-2 – inhibitors of human CAL PDZ peptide binding | Q9HD26 | purified CAL PDZ, TMR-peptide fluorescence polarization, 1 h | inhibition, % at 24.9 µM | 300,000 tested, 0.92% active | AID 602252;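 active means mean inhibition of at least 30% with at least half of replicates also reaching 30%; inconclusive means no clear call, values can overlap the other calls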;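 further: 0% = DMSO neutral control and 100% = excess unlabeled competitor peptide PRC23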
# MITF act – increases MITF-driven TRPM1 promoter luciferase signal; SK-MEL-5 TRPM1-promoter luciferase, 24 h; % of positive control, neutral wells = 0; activation, % at 12.5 µM; 300,000 tested, 0.75% active; AID 588334;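 active means mean activation of at least 80% with every replicate also reaching 80%; inconclusive means mean reaches 80% but some replicate falls short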;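 further: 0% = neutral control wells and 100% = parthenolide positive control wells; values of inactives mirror those of a sister screen read the other way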
# cardiac RTF act – increases calcium sensitivity of human cardiac regulated thin filaments | AID 493008 | activation, % at 7.2 µM | P19429+P45379 | 340,000 tested, 0.24% active | IANBD-labeled TnC RTF fluorescence at EC20 calcium; 0% EC20 calcium, 100% full calcium;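 active means activation above the mean over all tested compounds plus 3 SD, cut at about 30% in these data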;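 further: rise in fluorescence read as greater calcium sensitivity of cardiac thin filaments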
# Tat transport – inhibitors of E. coli Tat protein transport; inhibition, % at 10 µM; E. coli MC4100 TorA-mCherry Tat export, fluorescence; 340,000 tested, 0.036% active; AID 488895;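 active means mean replicate inhibition at least 50% and at least half of replicates individually reaching 50%; inconclusive means only one of the two criteria met; inactive means neither criterion met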;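 further: exported cargo escapes ClpAP degradation while cytoplasmic cargo is degraded and loses fluorescence; 0% = median of neutral control wells and 100% = median of NaSCN control wells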
# CDK5 inh – inhibitors of human CDK5/p35 kinase. Q00535+Q15078. 330,000 tested, 0.01% active. inhibition, % at 10 µM. AID 488839. Recombinant CDK5/p35, ADP-Glo luminescence, 60 min;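 active means highest replicate inhibition of at least 50% and at least 75% of replicates reaching 50%; inconclusive means only one of the two criteria met; inactive means both criteria failed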;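 further: plate controls were DMSO neutral control for no effect and GW8510 at 10 µM for full effect; many of its hits are not listed in these tables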
# Target sequence (Q00535 whole entry, looked up): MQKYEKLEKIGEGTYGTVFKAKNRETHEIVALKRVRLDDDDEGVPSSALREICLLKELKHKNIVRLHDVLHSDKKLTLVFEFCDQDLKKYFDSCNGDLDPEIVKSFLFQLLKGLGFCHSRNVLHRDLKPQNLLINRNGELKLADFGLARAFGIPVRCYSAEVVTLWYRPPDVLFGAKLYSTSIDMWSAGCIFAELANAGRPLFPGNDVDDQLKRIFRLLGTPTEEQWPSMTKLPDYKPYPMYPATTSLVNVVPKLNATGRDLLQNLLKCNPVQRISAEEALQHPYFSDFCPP
# Target sequence (Q15078 whole entry, looked up): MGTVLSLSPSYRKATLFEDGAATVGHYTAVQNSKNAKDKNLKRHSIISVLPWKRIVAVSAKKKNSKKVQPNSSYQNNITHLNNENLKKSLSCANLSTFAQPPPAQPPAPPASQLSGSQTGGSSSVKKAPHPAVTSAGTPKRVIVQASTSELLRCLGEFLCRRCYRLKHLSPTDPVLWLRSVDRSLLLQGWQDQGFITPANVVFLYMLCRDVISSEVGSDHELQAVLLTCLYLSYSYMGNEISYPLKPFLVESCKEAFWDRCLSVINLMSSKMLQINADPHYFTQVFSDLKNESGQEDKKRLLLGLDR
# The depositor's hits bear a star; ? = inconclusive; · = not tested or not shown.
SMILES,CAL PDZ FP-1,dFosB act,Rtt109 HAT inh,Wnt bcat act,V-ATPase pHluor,CAL PDZ FP-2,MITF act,cardiac RTF act,Tat transport,CDK5 inh
COc1ccc(N(Cc2cc(=O)[nH]c3ccccc23)C(=O)C(C)C)cc1,-0.8,-6,11,0,0,-1,-9,-3,-4,1.5
O=C(Nc1nnc(CCN2CCOCC2)s1)C1CCCCC1,0.3,5,-30,·,2,2,0,-4,3,0.6
O=C(COC(=O)c1cccs1)NCC1CCCCC1,-2.2,-1,·,-4,·,-1,8,-5,-6,-1.9
C=CCn1c(C(C)NC(=O)c2cccc(C)c2)n[nH]c1=S (stereo unspecified),-1.2,-10,2,-6,5,1,5,2,-8,-2.3
COc1ccccc1NS(=O)(=O)c1cc(NC(=O)c2[nH]c(C)c(C(C)=O)c2C)ccc1N1CCOCC1,-5.0,0,4,-1,11,-4,-21,2,17,-4.5
O=C(COC(=O)c1ccc([N+](=O)[O-])o1)Nc1cccc(S(=O)(=O)N2CCCCC2)c1,-0.1,-1,4,-1,-1,-5,0,1,2,-0.5
CCN1CCN(CC(=O)N/N=C/c2ccc(F)cc2F)CC1,0.4,-2,0,·,-1,-2,0,2,-3,0.0
CCOP(=O)(OCC)C(Nc1ccc(C)cc1)c1ccco1 (stereo unspecified),-0.3,0,-13,-3,-2,·,-2,0,-12,1.8
Cc1ccc(/C=N/NC(=O)c2csc(C)c2)o1,-1.3,-2,-7,11,-2,-1,·,1,-2,-1.4
O=[N+]([O-])c1ccc(Cl)c(/C=N/n2c(C3CCCCC3)n[nH]c2=S)c1,-2.6,-2,0,·,4,·,·,7,-3,0.4
CNC(=O)/C=C/c1cccc(C(F)(F)F)c1,-2.2,2,-4,-1,-1,-2,11,-2,5,-0.8
C=CC[C@@H](CC(=O)N[C@H](CO)Cc1ccccc1)C(=O)N[C@H](C)COC(=O)[C@@H](CC=C)Cc1ccc(F)cc1,-0.3,-19,1,-5,-2,5,-2,0,0,-1.3
S=C(NCc1ccc(Cl)cc1)Nc1ccncc1,-3.6,-6,12,-4,4,-2,-9,0,8,0.1
O=C(CNC(=O)c1cccs1)Nc1ncccc1O,-0.2,-3,-5,0,4,-2,3,-3,-33,1.9
OCC1OC(n2nnc3ccccc32)C(O)C(O)C1O (stereo unspecified),0.7,-1,-9,-1,1,-4,8,-2,-1,0.8
CCOc1ccc(C(=O)Nc2ccccc2N2CCN(C(=O)c3ccccc3)CC2)cc1[N+](=O)[O-],-2.0,-7,10,-1,-5,2,21,-4,-1,-1.5
Cc1cc(NC(=O)c2c(Cl)c(C)nn2C)no1,·,1,-1,·,2,-3,-15,2,0,1.5
CCC(C)NC(=O)Cn1c(=O)n(-c2ccc(OC)cc2)c(=O)c2ccc(C(=O)NCc3ccc(C)cc3)cc21 (stereo unspecified),-3.9,33*,-4,-4,-1,-2,4,4,-5,-0.5
Cc1ccc(SCc2c(-c3ccccc3)nn(C)c2Cl)cc1,·,-12,-17,·,-3,-4,16,-8,-2,3.9
COc1ccccc1CCNC(C)CCc1ccc(O)cc1 (stereo unspecified),-0.4,-6,-8,0,1,2,·,1,-8,0.0
O=c1nc(N2CCCCC2)nc2n1CCO2,-1.0,-1,0,·,4,1,-16,2,10,0.2
Cc1ccc(C(=O)/C=C/c2ccc(Br)cc2)o1,-4.7,-6,-9,19,-2,-5,6,-4,-1,1.3
O=C(Nc1ncn[nH]1)c1ccc(Cl)cc1Cl,-1.8,-3,4,0,-2,-2,2,8,-1,1.2
CC(C)N1CCC(N2CCN(CCCn3cccn3)CC2CCO)CC1 (stereo unspecified),-2.5,7,2,0,-1,-2,1,2,-1,-3.6
CC(C)[C@H](NC(=O)NCc1ccc(F)cc1)C(=O)O,0.6,-3,0,-1,2,-3,-8,-5,-4,-1.1
O=C(NCCNC(=O)c1cc(Cl)ccc1Cl)c1ccco1,-3.0,-5,-11,-2,-2,-11,6,1,-1,0.5
Cc1oc(-c2ccccc2Cl)nc1CSc1nc2c(c(=O)[nH]1)CCCC2,-1.3,-18,0,9,4,-5,-9,2,-6,2.0
COCCOC(=O)c1[nH]c2c(c1C)C(=O)CC(c1ccc(OC)c(OC)c1)C2 (stereo unspecified),-0.9,0,-3,-2,-3,-6,-11,-1,-7,-0.3
CC(NC(=S)NCc1ccc(F)cc1)C12CC3CC(CC(C3)C1)C2 (stereo unspecified),-1.0,12,-4,-2,2,5,1,-4,-9,1.8
CCn1ncc(C(=O)Nc2ccc([N+](=O)[O-])cc2OC)c1C,-1.0,-7,9,2,-4,13,·,-7,0,0.5
Cc1cccc(C(=O)NC(=S)Nc2ccc3[nH]c(=O)[nH]c3c2)c1,-2.9,13,-1,-6,1,-2,-11,-4,-2,-1.1
CNC(=O)CSc1nnnn1-c1cc(C)ccc1C,-2.6,-3,2,0,-1,-3,16,-4,-4,0.0
CC(=O)Nc1cnc(NC(=O)c2cccc(F)c2)cc1C,-1.6,1,4,·,5,-3,·,2,3,-3.6
CCN1CCN(S(=O)(=O)c2ccc(Cl)c(C(=O)Nc3ccccc3N3CCOCC3)c2)CC1,-1.5,-12,-4,-11,-1,-2,6,3,6,-0.1
O=C(NCc1ccccn1)C1CCN(C(=O)c2cc3sccc3n2Cc2ccc(F)cc2)CC1,-1.7,-13,15,3,3,-5,7,-3,-10,0.1
CC(C(=O)Nc1cccnc1)c1ccc([N+](=O)[O-])cc1 (stereo unspecified),-3.2,2,·,0,-6,-2,10,8,-2,0.6
Cc1ccc(NC(=O)C(OC(=O)c2ccc(NC(N)=O)cc2)c2ccccc2)cc1Cl (stereo unspecified),-1.4,?,4,0,0,-7,6,-1,3,-1.8
CN(C(=O)CN1C(=O)c2ccc([N+](=O)[O-])cc2C1=O)C1CCCCC1,0.6,6,-5,-1,-1,-4,4,-6,-3,0.4
N#C/C(=C/Nc1ccccc1C(=O)O)C(N)=O,-3.1,6,31,-1,-4,0,-2,-1,0,6.9
CCC(C)C(N)C(=O)NC(CCC(=O)OCc1ccccc1)C(N)=O (stereo unspecified),-0.9,-1,4,·,1,1,-3,9,1,-2.8
COc1ccc(CN2CSC(=S)N(Cc3ccc(OC)cc3)C2)cc1,-1.7,1,-2,1,-4,-3,-6,0,0,1.1
CC(C)(C)c1ccc(OCc2ccc(C(=O)N/N=C/c3ccc([N+](=O)[O-])cc3)o2)cc1,-2.0,-3,-7,·,3,-3,38,-4,3,-0.6
C=CCNC(=O)C1CC1(c1ccc(C)cc1)c1ccc(C)cc1 (stereo unspecified),-0.7,-8,1,-1,0,·,-4,-2,-2,0.0
COC(=O)C1=C(C)N(Cc2ccccc2)C(=S)N[C@H]1c1cccc(C(F)(F)F)c1,0.8,-2,0,6,-3,1,53,-4,15,-0.9
O=C(NCCN1CCOCC1)c1cc(S(=O)(=O)NCCCN2CCCC2=O)ccc1Cl,-0.5,-3,·,·,-1,-1,·,1,-1,-0.4
COc1ccc(OC)c(NC(=O)COC(=O)/C=C/c2ccc(Cl)cc2)c1,-0.5,-3,5,-4,-2,-1,2,-5,-9,1.5
CC1CCN(S(=O)(=O)c2cc(C(=O)Nc3ccccn3)ccc2Br)CC1,-3.9,-7,-1,0,3,-4,-8,-4,6,-2.1
CCSC1(SCC)N=C(N)C2(C#N)C(c3ccccc3)NC(C)=C(C)C12C#N (stereo unspecified),-0.2,-6,2,·,-3,-3,-10,6,4,-0.9
O=C(c1cccc(S(=O)(=O)N2CCOCC2)c1)N1CCCc2ccccc21,-0.7,-10,5,-6,·,-1,·,-5,19,0.2
Cc1cccc(NC2=NC(=S)N(c3ccc(C(=O)O)cc3)C23CCCCC3)c1,-0.1,4,2,·,4,-2,8,9,-6,2.2
O=C(NCCC(c1ccccc1)c1ccccc1)c1ccc(Br)o1,0.1,-6,12,·,0,-2,-45,-7,2,0.1
Fc1cccc(CSc2nc3ccncc3[nH]2)c1,-0.4,-8,4,18,4,-2,·,1,-4,0.4
O=C(Cn1c2ccc(F)cc2c2nc3n(c(=O)c21)CCS3)Nc1ccccc1C(F)(F)F,-1.6,50*,-3,-1,0,-3,-5,5,-2,0.8
O=C(CN(C(=O)Cn1nnc(-c2cccs2)n1)c1cnc2ccccc2c1)NCC1CCCO1 (stereo unspecified),0.7,1,-5,·,-6,3,-3,-4,-2,0.9
COc1ccc2cc1Oc1ccc(cc1)C[C@H]1c3c(cc4c(c3Oc3cc5c(cc3OC)CCN(C)[C@@H]5C2)OCO4)CCN1C,-8.5,8,10,-4,-1,-6,-63,2,16,0.7
CCOC(=O)Cn1c(N2CCCCCC2)nc2c1c(=O)[nH]c(=O)n2C,·,2,-2,-1,1,-2,-3,5,-3,-1.5
COc1ccc(Br)cc1S(=O)(=O)N1CC(C)OC(C)C1 (stereo unspecified),-0.4,4,-4,?,-1,0,-1,-5,8,0.8
COc1cc(/C=N/NC(=O)c2ccccc2O)ccc1OC(=O)CC1SC(=O)NC1=O (stereo unspecified),-0.6,-6,·,12,4,·,22,0,2,-2.1
O=C(COC(=O)c1ccccc1Nc1ccc(SC(F)F)cc1)NC1CC1,0.3,1,-3,16,-1,-4,21,-2,8,0.2
O=C(CCC(=O)N(c1ccc(F)cc1)C(C(=O)NC1CCCC1)c1ccncc1)Nc1cccnc1 (stereo unspecified),·,-8,-6,0,·,5,·,3,1,1.2

# (cont.)
SMILES,CAL PDZ FP-1,dFosB act,Rtt109 HAT inh,Wnt bcat act,V-ATPase pHluor,CAL PDZ FP-2,MITF act,cardiac RTF act,Tat transport,CDK5 inh
CC1(C)CNC(=O)c2sc(NC(=O)c3ccccc3Cl)nc2C1,1.9,-3,1,5,1,-4,-4,-2,1,-0.6
Cc1ccc(CSc2nc(N)cc(=O)[nH]2)cc1,-0.8,0,4,-1,-5,5,9,-1,-9,-0.8
Cc1ccc(S(=O)(=O)N2CCCCC2)cc1NC(=O)CCNC(=O)c1ccccc1,-0.4,-10,0,-5,0,-5,-4,0,0,0.4
Cc1ccc(S(=O)(=O)N2CCN(C(=O)CN3CCOCC3)C2c2ccccc2)cc1 (stereo unspecified),-0.9,-8,2,·,3,0,0,-11,-2,-0.3
Cc1ccc2nc(CSc3nnc(-c4ccco4)o3)cc(=O)n2c1,0.7,-3,3,0,-2,-1,·,2,2,-4.8
COC(=O)CN(c1ccc(OC)cc1)S(=O)(=O)c1c(C)noc1C,-1.1,7,-1,·,1,2,-2,3,10,0.5
CCOC(=O)c1ccc(/C=N/O)[n+](Cc2ccccc2)c1,-0.4,2,3,-1,0,-7,·,-5,-1,0.0
O=C(Nc1ccccn1)C1CCN(S(=O)(=O)c2ccc3ccccc3c2)CC1,-1.9,-10,1,0,2,-4,18,3,-5,-7.5

# From PubChem
